mcGAS lum – blocks mouse cGAS activity | recombinant cGAS, Kinase-Glo ATP depletion luminescence | inhibition, % at 12.5 µM | Q8C6L5 | actives 0.15% (n = 160,000) | AID 1259399;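 note: 0% = negative control wells and 100% = reference inhibitor with no enzyme activity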
hcGAS inh – inhibitors of human cGAS. recombinant h-cGAS, ATP depletion, Kinase-Glo luminescence. inhibition, % at 12.5 µM. actives 0.081% (n = 290,000);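 note: 0% = vehicle reaction and 100% = reaction without DNA for no activity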
Target sequence (Q8N884 whole entry, looked up): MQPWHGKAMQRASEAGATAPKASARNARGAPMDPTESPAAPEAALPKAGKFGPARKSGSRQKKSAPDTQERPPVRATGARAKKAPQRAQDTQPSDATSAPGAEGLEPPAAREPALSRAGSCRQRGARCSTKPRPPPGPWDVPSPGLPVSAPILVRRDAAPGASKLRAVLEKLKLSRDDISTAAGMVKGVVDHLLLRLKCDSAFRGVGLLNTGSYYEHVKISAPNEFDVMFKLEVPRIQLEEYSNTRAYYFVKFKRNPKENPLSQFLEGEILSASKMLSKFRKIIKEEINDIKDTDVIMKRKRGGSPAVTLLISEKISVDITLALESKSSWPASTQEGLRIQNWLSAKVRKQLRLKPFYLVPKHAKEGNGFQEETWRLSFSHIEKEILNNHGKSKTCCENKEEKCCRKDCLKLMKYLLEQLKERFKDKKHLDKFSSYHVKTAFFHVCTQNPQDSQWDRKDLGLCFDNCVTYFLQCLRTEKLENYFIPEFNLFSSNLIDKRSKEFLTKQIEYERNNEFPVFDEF
NPYLR7 ag – mosquito NPYLR7 agonism. actives 0.15% (n = 270,000). activation, % at 10 µM. HEK293T NPYLR7/Galpha15, GCaMP6s calcium fluorescence; in the data active = activation above about 40%;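 note: 0% = vehicle and 100% = reference agonist at the receptor; some compounds past the cut are filed as inactive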
Numbers without * were called inactive; x = not tested or not shown; & = joins results of further samples. Cut-off read from the data, not from the text of the source, unless noted: active = inhibition above about 40%; inactive = the rest.

Below each SMILES – mcGAS lum	hcGAS inh	NPYLR7 ag
1: Cc1ccc[n+](C2=C(c3c(C(C)C)[nH]n(-c4ccc(Cl)c(Cl)c4)c3=O)C(=O)N(CC(C)C)C2=O)c1
 : -14	-13	4
2: CCOC(=O)CCC(=O)N1CCN(C(=O)CN2CCc3sccc3C2c2cccc(F)c2)CC1C (stereo not given)
 : -4	1	11
3: C=CCN1C(=O)NC(c2ccc(F)cc2)C(C(=O)OC)=C1C (stereo not given)
 : x	-3	5
4: CC(=O)N1CCc2c(sc(NC(=O)CCc3ccccc3)c2-c2nc3ccccc3s2)C1
 : x	-9	2
5: CC(NC(=O)COc1cc(Cl)ccc1C(=O)O)C1CC1 (stereo not given)
 : 0	1	-1
6: Cc1n[nH]c(C)c1CCC(=O)O
 : x	2	-2
7: Cc1nnc(SCC(=O)OC2CC(C)CCC2C(C)C)[nH]c1=O (stereo not given)
 : x	-3	19
8: CC(C)c1noc(C2CCCN2Cc2ncc[nH]2)n1 (stereo not given)
 : x	-6	25
9: Nc1cc(C(F)(F)F)ccc1-n1cccc1
 : x	-6	16
10: FC(F)(F)c1ccc(-c2nc3c(OCc4ccccc4)cccn3c2NC2CCCCC2)cc1
 : -9	-6	6
11: CCc1nc(CN(Cc2ccc(N(C)C)cc2)C2CC2)no1
 : x	-7	-1
12: Cc1nn(C2CCS(=O)(=O)C2)c2[nH]c(CCl)cc(=O)c12 (stereo not given)
 : x	-8&-3	3&3
13: CC(C)N1CCC2(CC1)N=C(N)Nc1nc3cc4c(cc3n12)OCCCO4
 : x	-7	1
14: CC(=O)NC1C(=O)N(CCOc2cccc3ccccc23)c2ccccc21 (stereo not given)
 : -6	-5	0
15: Cc1cc(NCCN(C)S(C)(=O)=O)nc(-c2cccnc2)n1
 : -2	-1	-1
16: O=C(c1cn[nH]c1-c1ccccc1)N1CCc2c(nc[nH]c2=O)C1
 : -9	-2	0
17: CN(C)c1ccc(NCc2cccc3c2OCCCO3)cn1
 : -8	-8	8
18: O=C(NC1CC1)c1cc(N2CCCOC(CN3CCCC3)C2)ccn1 (stereo not given)
 : -17	-10	25
19: Cc1ccccc1C1CCCN(C(=O)c2cn(Cc3ccc(F)cc3)nn2)C1 (stereo not given)
 : -13	-10	23
20: COCCn1c(C)c(C)n2c3c(=O)n(Cc4ccc(F)cc4)c(=O)n(C)c3nc12
 : x	-14	25
21: Cc1ccc(NC(=O)CCCC(=O)c2cccs2)cc1C(F)(F)F
 : -6	-5	8
22: Cc1c(C(=O)NCc2ccc(F)cc2)sc(=O)n1Cc1ccccc1F
 : x	-7	13
23: O=C(NC(c1ccc(Cl)cc1)c1ccsc1)C1CCN(Cc2cccc(C(F)(F)F)c2)CC1 (stereo not given)
 : -4	-4	3
24: CN(CCC(O)c1ccccc1)c1ccc(-c2nccn2C)nn1 (stereo not given)
 : x	0	4
25: CC(C)CNC(=O)[C@@]1(OCc2cccc(F)c2)CC(OCc2ccc(C(F)(F)F)cc2)[C@H](O)[C@H](O)C1 (stereo not given in full)
 : -3	-2	1
26: COc1ccc(C(=O)N[C@@H]2CCCCC2NC(=O)C2CCCN(C(=O)C(C)(C)CCl)C2)cc1 (stereo not given in full)
 : -7	-7	19
27: O=C(c1ccc(Cl)c(Cl)c1)N1CCN(C(c2ccccc2)c2ccc(Br)cc2)CC1 (stereo not given)
 : -6	-4	-2
28: c1cc2c(c(-n3ccnc3C3CCOC3)c1)CCCC2 (stereo not given)
 : -8	-5	4
29: CC1(C)CCCC2=C1CC(C(=O)O)C(C(=O)O)C2 (stereo not given)
 : x	-1	5
30: COc1cccc(CN2CC(O)CN(C(=O)OCC(C)(C)C)CC2=O)c1OC (stereo not given)
 : 2	4	-1
31: CCCc1[nH]n(-c2cccc(Cl)c2)c(=O)c1C1=C([n+]2cc(C)cc(C)c2)C(=O)N(CCOC)C1=O
 : -3	-4	-14
32: Cc1cccc(-n2nc3c([n+]2[O-])CCc2nonc2-3)c1C
 : x	-2	13
33: O=C(Nc1nc2cc(F)c(F)cc2s1)C1CCCN(c2ncccn2)C1 (stereo not given)
 : x	-7	-3
34: Cc1cc(C)c(S(=O)(=O)Nc2ccccn2)cc1C
 : -5	1	0
35: CC1CCc2c(sc3nc(CN4CCOCC4)nc(NC4CCCCC4)c23)C1 (stereo not given)
 : -8	-6	-2
36: Cc1nn(C)c(N(C)C)c1CNCc1ccc(N2CCCC2)cc1
 : x	-15	-5
37: Cc1cc2c(=O)n(C)c(SCc3nc4ccccc4[nH]3)nc2s1
 : x	-5	-10
38: COc1ccc(NC(=O)c2c(N)cnn2C)cc1
 : x	-5	-3
39: CCC(C(=O)N(Cc1cc(NC(=O)COC)ccc1N(C)C)C1CC1)c1ccccc1 (stereo not given)
 : -6	-10	4
40: CCOC(=O)CSc1nnc(NC(=O)c2ccccc2F)s1
 : 0	2	-6
41: COc1cc(OC)cc(OC(C)C(=O)NCC(F)(F)F)c1 (stereo not given)
 : -7	-6	1
42: NC(=O)C1CCCCCC1NC(=O)c1ccncc1Cl (stereo not given)
 : x	-7	2
43: CCOc1nn(CC)cc1-c1nnc(SCC(=O)N2CCCC2)n1C
 : -10	-7	9
44: Cc1ccc(NCc2nc(C(C)(C)C)no2)c(OCC(F)(F)F)c1
 : x	-16	0
45: CCN1CCN(c2ccc(NC(=O)c3cccc(Cl)c3)cc2)CC1
 : x	-12	-8
46: O=C(O)[C@H]1C[C@@H](O)CCN1C(=O)CCc1cccnc1
 : x	4	-2
47: COc1ccc(NC2CCCN(C(=O)COc3ccc(C(C)=O)cc3)C2)cc1 (stereo not given)
 : x	-5	2
48: Cc1cccc(C(=O)N2C(C(=O)O)COC23CCN(C(=O)c2ccc(F)cc2F)CC3)c1 (stereo not given)
 : -5	-4	11
49: O=C(NCc1cccs1)c1cnn2c1NC(c1cccs1)CC2C(F)(F)F (stereo not given)
 : -2	-3	-16
50: Cc1ccc(-n2ccnc(SCc3c(F)cccc3Cl)c2=O)cc1
 : -9	-7	3
51: CCCCCCn1c(NCc2ccc(C)cc2)nc2c1c(=O)[nH]c(=O)n2C
 : -8	-6	0
52: C=C(C)COc1ccc(C(=O)N[C@H]2COC[C@@H]2N2CCOCC2)cc1
 : -15	-1	10
53: O=C(CN1CCC(Oc2ccccn2)CC1)Nc1cccc([N+](=O)[O-])c1
 : x	-3	9
54: FN(F)C(c1ccccc1)(c1ccccc1)c1ccccc1
 : x	-5	-16
55: CCOc1ccc(-c2nc(CN3N=NC4C(=O)N(c5ccc(OC)cc5)C(=O)C43)c(C)o2)cc1 (stereo not given)
 : -4	-2	17
56: CC1CCCN(c2nc3c(c(=O)[nH]c(=O)n3C)n2CCCSc2ncccn2)C1 (stereo not given)
 : x	-10	4
57: O=C(c1cc(F)ccc1O)C1CCNCC1
 : x	-5	5
58: COCCN(CC(N)=O)C(=O)c1ccc(Cl)cc1F
 : x	-4	2
59: C=CCOCC(O)CN(Cc1nc2sc(C(C)C)cc2c(=O)[nH]1)Cc1ccco1 (stereo not given)
 : -4	-9	15
60: O=C1CCCC1Sc1nc(C2CC2)n(-c2ccccc2)n1 (stereo not given)
 : x	-3	1

Other records.
#	mol	mcGAS lum	hcGAS inh	NPYLR7 ag
61	COc1ccccc1CN1CCn2nc(C(=O)NCc3cccc(C(F)(F)F)c3)cc2C1=O	-6	-3	21
62	CCCCCCCCC(=O)Nc1c(-c2ccc(C(F)(F)F)cc2)nc2ccccn12	-7	-4	0
63	O=C(NCC1CCCCC1)C(=O)c1ccc(C2CCCCC2)cc1	-5	-10	-5
64	CCN(CC)C(=O)c1cc(NC(=O)c2cccc3ccccc23)ccc1N1CCCC1	-7	0	4
65	Cc1cccc(-c2cccc(NC(=O)C3CCCN(C(=O)CCc4cnccn4)C3)c2)c1 (stereo not given)	x	-5	1
66	CCOC(=O)c1nc2cc(Cl)c(Cl)cc2nc1N1CCCN(C(=O)c2c(-c3c(Cl)cccc3Cl)noc2C)CC1	-4	-6	x
67	NC(=O)C1(N2CCCCC2)CCN(Cc2nc(Cc3ccccc3)no2)CC1	-10	-10	16
68	COC(=O)C1CCCN1CC(=O)N(C)C(C)c1cccs1 (stereo not given)	x	-14	1
69	CCc1ccc(/C=N\NC(=O)CSc2nnc(-c3ccc(OC)c(OC)c3)n2-c2ccccc2)cc1	x	-2	-5
70	CCc1cccc(NC(=O)Cn2nc3ccc(SC(C)(C)C)nn3c2=O)c1	-1	-3	x
71	CCOc1cc(CN(C(=O)Nc2ccccc2F)C2CC2)ccc1OC(F)F	-2	0	-1
72	Cc1noc(-c2ccnc(NCc3ccc(C#N)cc3)c2)n1	-16	-18	0
73	O=C1NCCN1c1ncc([N+](=O)[O-])s1	x	-5	-4
74	Cc1ccc(N2CC(NC(=O)N3CCN(C)CC3)CC2=O)cc1C (stereo not given)	-1	-1	12
75	COc1ccc(C(=O)N2CCC(C(NC(=O)CC(C)C)C(=O)NCc3ccc(F)cc3)CC2)cc1 (stereo not given)	-5	-3	7
76	CCOc1ccc2c(=O)c(-c3ccccc3OC)coc2c1	-8	-5	19
77	NC(Cc1ccccc1)c1nnc(SCc2ccc(F)cc2)n1-c1ccc([N+](=O)[O-])cc1 (stereo not given)	-6	-5	-2
78	COc1ccccc1-c1ccc(N2CCN(C(=O)CC3CCCCC3)CC2)nn1	-6	-5	x
79	COCCNCc1nc2sc(C(C)C)cc2c(=O)[nH]1	0	-2	4
80	CN(CCCn1cccn1)C(=O)c1cc(Cn2ccc3ccccc32)[nH]n1	-17	-6	25
81	Cc1ccc(-n2ncc3c(=O)n(NC(=O)c4ccc5c(c4)OCO5)cnc32)cc1	x	-8	4
82	COCCn1c(C)c(C)n2c3c(=O)n(Cc4cc(C)ccc4C)c(=O)n(C)c3nc12	x	-8	2
83	CCOCCOc1nc(-c2ccccc2C)n(-c2ccc(NC(=O)COc3ccc(Cl)cc3)cc2)n1	-4	-5	2
84	CCc1ccccc1OCCN(C)C(=O)C1CCS(=O)(=O)CC1	-9	-3	15
85	CN1C(=O)NC(c2ccccc2Cl)C2=C1CN(CC(=O)NCCc1cccs1)C2=O (stereo not given)	-5	-7	0
86	O=C1c2ccccc2C(=O)c2c1cccc2-c1cccc2c1C(=O)c1ccccc1C2=O	2	2	-13
87	COC(=O)[C@H]1C[C@@H](O)CCN1S(=O)(=O)c1cc(Cl)ccc1OC	0	-2	-4
88	C/C(=C\c1ccco1)CN1CCCC1c1nc(C(C)C)no1 (stereo not given)	x	-7	16
89	CN1CCN2CCN(Cc3ccc(C#CCO)cc3)CC2C1 (stereo not given)	-17	-3&-5	1&3
90	COCCN(Cc1ccc(OC)c(OCc2nc(CO)cs2)c1)C(=O)c1cccc(Br)c1	-5	-6	x
91	COc1ccc(CC(=O)NCCn2ncc3c(N4CCCC4)nc(SC)nc32)cc1	-8	-5	x
92	CNc1cccc(-c2cnn(C)c2)n1	x	-15	4
93	Cc1cn2c3c(=O)[nH]c(=O)n(C)c3nc2n1C1CC(C)CC(C)(C)C1 (stereo not given)	-9	-8	x
94	COc1cccc(OC)c1OC1CCNCC1	x	-12	-15
95	CC1(C)O[C@@H]2CC3C4CCC5=CC(=O)C=C[C@]5(C)[C@@]4(F)[C@@H](O)C[C@]3(C)[C@]2(C(=O)CO)O1 (stereo not given in full)	x	-2	-9
96	COCCn1cc(C(=O)NCC2(c3ccccc3)CCCC2)c(=O)c(C(=O)N2CCCCC2)c1	-11	-10	20
97	O=C(Nc1nnc(C2CCCCC2)s1)c1ccco1	0	2	1

18 successive compounds from above, quoted:
#	mol	mcGAS lum	hcGAS inh	NPYLR7 ag
80	CN(CCCn1cccn1)C(=O)c1cc(Cn2ccc3ccccc32)[nH]n1	-17	-6	25
81	Cc1ccc(-n2ncc3c(=O)n(NC(=O)c4ccc5c(c4)OCO5)cnc32)cc1	x	-8	4
82	COCCn1c(C)c(C)n2c3c(=O)n(Cc4cc(C)ccc4C)c(=O)n(C)c3nc12	x	-8	2
83	CCOCCOc1nc(-c2ccccc2C)n(-c2ccc(NC(=O)COc3ccc(Cl)cc3)cc2)n1	-4	-5	2
84	CCc1ccccc1OCCN(C)C(=O)C1CCS(=O)(=O)CC1	-9	-3	15
85	CN1C(=O)NC(c2ccccc2Cl)C2=C1CN(CC(=O)NCCc1cccs1)C2=O (stereo not given)	-5	-7	0
86	O=C1c2ccccc2C(=O)c2c1cccc2-c1cccc2c1C(=O)c1ccccc1C2=O	2	2	-13
87	COC(=O)[C@H]1C[C@@H](O)CCN1S(=O)(=O)c1cc(Cl)ccc1OC	0	-2	-4
88	C/C(=C\c1ccco1)CN1CCCC1c1nc(C(C)C)no1 (stereo not given)	x	-7	16
89	CN1CCN2CCN(Cc3ccc(C#CCO)cc3)CC2C1 (stereo not given)	-17	-3&-5	1&3
90	COCCN(Cc1ccc(OC)c(OCc2nc(CO)cs2)c1)C(=O)c1cccc(Br)c1	-5	-6	x
91	COc1ccc(CC(=O)NCCn2ncc3c(N4CCCC4)nc(SC)nc32)cc1	-8	-5	x
92	CNc1cccc(-c2cnn(C)c2)n1	x	-15	4
93	Cc1cn2c3c(=O)[nH]c(=O)n(C)c3nc2n1C1CC(C)CC(C)(C)C1 (stereo not given)	-9	-8	x
94	COc1cccc(OC)c1OC1CCNCC1	x	-12	-15
95	CC1(C)O[C@@H]2CC3C4CCC5=CC(=O)C=C[C@]5(C)[C@@]4(F)[C@@H](O)C[C@]3(C)[C@]2(C(=O)CO)O1 (stereo not given in full)	x	-2	-9
96	COCCn1cc(C(=O)NCC2(c3ccccc3)CCCC2)c(=O)c(C(=O)N2CCCCC2)c1	-11	-10	20
97	O=C(Nc1nnc(C2CCCCC2)s1)c1ccco1	0	2	1

Screening results: PubChem, Fisher Drug Discovery Resource Center
